Bioassay records: PubChem, National Center for Advancing Translational Sciences (NCATS)
EPAC1 ag: qHTS for Agonist of cAMP-regulated guanine nucleotide exchange factor 3 (EPAC1): primary screen; Rap guanine nucleotide exchange factor 3 (Homo sapiens), O95398; EPAC1 agonist qHTS, biochemical assay; response scale: 100% = response to 6.5 mM cAMP; Potency, µM (titrated, usually from 154 µM), inactives show at the highest dose activation, actives largely listed as activators; 360,000 tested, 0.073% active; also: potency is read from the fitted curve at half-maximal effect; nearly all actives have a fitted effect of over 60% in size
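Compounds were pinned as a concentration titration into mixtures of EPAC1 (100 nM), BODIPY-GDP-loaded Rap1B (250 nM) and GDP (50 uM). After 5 min at room temperature, fluorescence was followed for 30 min; activity was scaled to 6.5 mM cAMP.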
PI5P4K alpha inh: qHTS for Inhibitors of phosphatidylinositol 5-phosphate 4-kinase (PI5P4K). AID 652105, 2013. PI5P4Kalpha enzyme, ADP-Glo luminescence, 60 min; stronger effect = lower value. Phosphatidylinositol 5-phosphate 4-kinase type-2 alpha (Homo sapiens), P48426. 330,000 tested, 1.2% active. max response, %; active = max response of -50% or lower; inconclusive = between -30% and -50%; inactive = -30% or higher; also: value at the top dose of about 77 µM; % is scaled to controls: 0 for no effect and ±100 for the full control effect
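ADP-Glo luminescence end-point read after a 60 min room-temperature kinase reaction of PI5P4Kalpha plus substrate, initiated with ATP at 5 microM final. Buffer: 0.038 M HEPES pH 7.4, EGTA, 0.1% CHAPS, 5% DMSO.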
PLK1 PBD block: qHTS for Inhibitors of PLK1-PDB (polo-like kinase 1 - polo-box domain): Primary Screen. Plk1 PBD binding of FITC phosphopeptide, fluorescence polarization. 360,000 tested, 2.8% active. Potency, µM, without a hit: max response, negative = inhibition, usual class: inhibitors; also: potency is read from the fitted curve at half-maximal effect; series mostly up to about 57 µM; % is scaled to controls: 0 for no effect and ±100 for the full control effect; nearly all actives have a fitted effect of over 65% in size
Target sequence (P53350 whole entry, looked up, the tested form may be a part): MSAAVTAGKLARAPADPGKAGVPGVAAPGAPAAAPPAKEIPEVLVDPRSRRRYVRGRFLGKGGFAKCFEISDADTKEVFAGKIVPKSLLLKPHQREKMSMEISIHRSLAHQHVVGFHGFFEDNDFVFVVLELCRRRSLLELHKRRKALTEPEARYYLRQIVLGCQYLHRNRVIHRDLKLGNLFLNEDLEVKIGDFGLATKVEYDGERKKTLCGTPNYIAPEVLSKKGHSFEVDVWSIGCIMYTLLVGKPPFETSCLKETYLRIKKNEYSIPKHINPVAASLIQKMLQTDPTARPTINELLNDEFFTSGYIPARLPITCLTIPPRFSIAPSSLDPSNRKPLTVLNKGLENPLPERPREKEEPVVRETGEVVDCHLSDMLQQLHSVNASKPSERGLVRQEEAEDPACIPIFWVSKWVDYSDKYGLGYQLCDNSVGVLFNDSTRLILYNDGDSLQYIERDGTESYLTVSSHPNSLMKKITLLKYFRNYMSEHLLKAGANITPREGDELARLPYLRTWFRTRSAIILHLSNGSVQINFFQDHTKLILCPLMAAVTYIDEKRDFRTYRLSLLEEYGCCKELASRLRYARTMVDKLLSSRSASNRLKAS
PTHR1 agonist: qHTS for PTHR1 Agonists: Primary Screen; AID 743266, 2014; Potency, µM (doses to about 115 µM), for inactives: at the top dose activation, hits mostly activators; HEK293 GP2 PTHR1 cells, GloSensor cAMP luminescence, 1 h; Parathyroid hormone/parathyroid hormone-related peptide receptor (Homo sapiens), Q03431; 410,000 tested, 0.075% active; also: potency is read from the fitted curve at half-maximal effect; nearly all actives have a fitted effect of over 55% in size; some results filed as inactive show a strong effect at the top dose; inactives centre near -15; many of its hits are not listed in these tables
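HEK-293-derived GP2 cells expressing PTHR1 and a GloSensor cAMP reporter, 3,000/well, plated overnight, given luciferin plus IBMX (each 0.5 mM as added) for 1 h at 37 °C, then compound for 1 h at 37 °C. Luminescence was read after 15 min at room temperature.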
GLP1R cytotox: qHTS of GLP-1 Receptor Inverse Agonists: Cytotox Screen; Potency, µM (top dose mostly 38.3 µM), inactives show top-dose activity change, negative = inhibition, hits mostly inhibitors; 410,000 tested, 0.13% active; HEK293 cAMP-luciferase reporter cells, luminescence, 24 h; AID 624418, 2012;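 also: loss of luciferase light is scored as toxicity; potency is read from the fitted curve at half-maximal effect; % is scaled to controls: 0 for no effect and ±100 for the full control effect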
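Here, cytotoxicity is scored as loss of luminescence. The MLSMR collection was tested on cells seeded in medium containing 10% Nu serum, with a 24 hr compound exposure preceded by 12 hours of culture.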
EPAC1 antagonist: qHTS for Antagonist of cAMP-regulated guanine nucleotide exchange factor 3 (EPAC1): primary screen. Potency, µM (doses to about 115 µM), inactives show at the highest dose activity change, negative = inhibition, actives largely listed as inhibitors. AID 720709, 2013. 360,000 tested, 0.14% active. EPAC1 GEF assay, Rap1b-BODIPY-GDP exchange fluorescence. Rap guanine nucleotide exchange factor 3 (Homo sapiens), O95398;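 also: potency is read from the fitted curve at half-maximal effect; plate controls were vehicle for no effect and positive control for full effect; nearly all actives have a fitted effect of over 50% in size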
GLP1R inv ag: qHTS of GLP-1 Receptor Inverse Agonists (Inhibition Mode); Glucagon-like peptide 1 receptor (Homo sapiens), P43220; HEK293 GLP-1R CRE-luciferase, luminescence, 24 h; GLP-1R form is constitutively active; Potency, µM (series often up to 38.3 µM), without a hit: at the highest dose activity change, negative = inhibition, actives largely listed as inhibitors; 410,000 tested, 1.6% active; AID 624417, 2012; also: potency is read from the fitted curve at half-maximal effect; % is scaled to controls: 0 for no effect and ±100 for the full control effect; nearly all actives have a fitted effect of over 55% in size
Target sequence (P43220 whole entry, looked up): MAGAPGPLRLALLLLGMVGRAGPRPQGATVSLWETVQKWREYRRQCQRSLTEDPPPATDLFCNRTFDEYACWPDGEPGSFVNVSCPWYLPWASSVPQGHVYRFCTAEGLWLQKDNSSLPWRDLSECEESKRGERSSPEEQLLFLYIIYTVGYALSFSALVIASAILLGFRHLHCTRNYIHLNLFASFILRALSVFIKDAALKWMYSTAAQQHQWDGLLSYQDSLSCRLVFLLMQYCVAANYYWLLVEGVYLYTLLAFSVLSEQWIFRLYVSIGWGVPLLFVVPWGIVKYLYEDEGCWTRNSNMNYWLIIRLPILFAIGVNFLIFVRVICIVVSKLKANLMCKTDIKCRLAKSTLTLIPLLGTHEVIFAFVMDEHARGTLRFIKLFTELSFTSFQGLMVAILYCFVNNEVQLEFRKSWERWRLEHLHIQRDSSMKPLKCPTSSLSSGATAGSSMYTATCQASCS
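Constitutively active GLP-1R drives a cAMP-responsive luciferase in stably transfected HEK293 cells; test compounds are added after overnight (12 h) attachment and left 24 hr, and signal loss in luminescence marks inhibition.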
GLP1R ag: qHTS of GLP-1 Receptor Agonists | 380,000 tested, 0.007% active | HEK293 GLP-1R CRE-luciferase, luminescence, 4-6 h; cells express a hypersensitive GLP-1R form | AID 624172, 2012 | Potency, µM (series often up to 45.6 µM), without a hit: at the highest dose activation, usual class: activators; also: potency is read from the fitted curve at half-maximal effect; % of control where 0% means no effect
IL2 activator: qHTS of IL-2 Activators; AID 652025, 2013; IL-2 activation reporter assay, cell-based qHTS; stimulated with anti-CD3/CD4/CD28 beads; in transgenic mouse T cells; 360,000 tested, 0.065% active; activation, % (series mostly up to about 46 µM); in the data active = activation above about 50%; inconclusive = mostly about 30% to 49%; also: 0% is about no effect
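First, unstimulated transgenic mouse T cells were exposed to compound for 60 min. Next, anti-CD3/anti-CD4-coated beads with anti-CD28 were added. Finally, after 18 h at 37 degrees C, EGFP and DsRed were imaged.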
Numbers without * were called inactive; i = inactive; u = inconclusive; x = not tested or not shown; [ ] = another dose, or the depositor's remark. Unless noted, calls follow the shape of the dose curve; as a rule, active = well fitted curve in the direction sought with a large enough effect; inconclusive = small, poorly fitted or top-dose-only effect, or another doubt; inactive = no such curve, though single readings can be large; an effect the other way counts as inactive or inconclusive.

SMILES	EPAC1 ag	PI5P4K alpha inh	PLK1 PBD block	PTHR1 agonist	GLP1R cytotox	EPAC1 antagonist	GLP1R inv ag	GLP1R ag	IL2 activator
CN(C)c1ccc(NC(=O)COC(=O)c2ccc3c(c2)OCO3)cc1	1.8%	-4.9	-6.9%	i	4.0%	8.8%	-17.8%	-2.3%	-4.4
COC(=O)CCc1sc(Nc2ccc(Br)cc2)nc1-c1ccc(OC)cc1	20.2%	-3.9	-11.4%	-20.8%	-3.1%	-12.4%	u	5.4%	-1.4
Cc1ccc(NC(=S)NCCN(C2CCCCC2)C2CCCC2)cc1C	-7.1%	-12.7	-27.2%	i	u	14.2%	u	5.5%	-5.0
COc1cc(C(=O)N2CCN(C3CCC(C)CC3)CC2)cc(OC)c1OC (configuration not stated)	9.3%	-2.4	-10.0%	-24.5%	-12.0%	-6.1%	-7.4%	6.8%	0.5
CSCCC(NC(=O)c1ccco1)C(=O)NNC(=O)c1n[nH]c(=O)c2ccccc12 (configuration not stated)	-3.1%	-11.2	-13.0%	u	2.2%	8.4%	6.9%	-6.0%	-0.4
FC(F)(F)c1ccc(Cl)c(Nc2nnc(-c3ccncc3)s2)c1	-10.8%	-0.7	-13.9%	28.6%	5.4%	20.9%	1.6%	-1.0%	-0.2
CC(=O)N1c2ccc(S(=O)(=O)N3CCC(C(=O)N4CCN(c5cccc(C(F)(F)F)c5)CC4)CC3)cc2CC1C (configuration not stated)	-1.7%	6.6	3.5%	-28.3%	-5.6%	-16.3%	u	-0.8%	-1.0
COc1ccc(C(=O)N2CC3(C)C4CCC3(C)C2(C#N)C4)cc1OC (configuration not stated)	-4.5%	1.7	-6.8%	i	-2.8%[7.66 µM]	-9.7%	5.0%[7.66 µM]	2.1%	-0.6
Cc1ccc2c(c1)NCCO2	4.5%	x	-8.3%	-9.2%[57.5 µM]	-0.6%	2.5%	0.0%	-5.4%	1.5
CCOC(=O)C1(CCc2ccccc2)CCN(Cc2ccccn2)CC1	6.6%	2.3	-12.8%	-16.9%	u	13.4%	u	12.7%	-3.7
CN(C(=O)Nc1ccccc1)C1CCCCC1	-3.6%	-0.3	2.6%	-24.6%	-3.3%	9.2%	4.4%	4.2%	0.4
Cc1csc2nc(COC(=O)c3ccc(Cl)c([N+](=O)[O-])c3)cc(=O)n12	1.2%	-2.1	u	-18.3%	-2.6%	-7.9%	-6.0%	9.5%	-1.9
Cc1ccc(-n2nc3c(c2NC(=O)c2ccccc2Br)CS(=O)C3)cc1 (configuration not stated)	-10.7%	-2.8	0.3%	i	4.5%	9.0%	12.8%	6.9%	-2.0
COc1ccc(-c2csc3ncnc(N4CCN(c5ccccc5O)CC4)c23)cc1	17.4%	-9.7	1.7%	-75.8%[inhibitor]	-28.9%	-1.9%	u	-20.7%	-3.1
COc1ccc(C2CC(c3cccs3)=NN2C(=O)c2ccc(Br)o2)cc1 (configuration not stated)	4.1%	2.4	1.2%	-20.1%	-8.2%	-2.3%	2.0%	7.7%	0.1

More records:
SMILES	EPAC1 ag	PI5P4K alpha inh	PLK1 PBD block	PTHR1 agonist	GLP1R cytotox	EPAC1 antagonist	GLP1R inv ag	GLP1R ag	IL2 activator
Cc1ccc(C(=O)Nc2cccc(NC(=O)c3cccs3)c2)c(C)c1	4.9%	3.1	-0.3%	-45.4%[inhibitor]	15.6%	-24.0%	u	-4.4%	0.5
CCOc1cccc2cc(C(N)=O)c(=N)oc12	-12.3%	-3.0	-6.2%	i	-3.8%	-16.9%	13.0%	10.1%	-1.2
COc1cccc(NC(=O)Cc2c(O)c3ccccc3[nH]c2=O)c1	-5.0%	0.8	-4.1%	-12.1%[57.5 µM]	-1.1%	-7.2%	-20.0%	-6.5%	-0.3
CCCCOc1c(Cl)cc(CNC(C)(C)CO)cc1OCC	-3.1%	x	-5.9%	i	-1.4%	-2.3%	-27.0%	3.6%	-1.2
O=C(O)Cn1c(=O)c2c3c(sc2n(Cc2ccc(Cl)cc2Cl)c1=O)CCCC3	-1.2%	3.1	u	-8.9%	-14.7%	-10.2%	u	0.6%	0.8
Cc1cc(C)cc(C(=O)Oc2coc(CSc3nnc(NC(=O)C4CC4)s3)cc2=O)c1	1.2%	-4.2	-2.6%	-23.9%	-5.0%	-3.2%	-14.7%	-8.8%	4.4
COc1cc2c(cc1OC)CN(c1ccc(C(N)=O)cc1[N+](=O)[O-])CC2	-1.6%	-3.6	4.1%	i	-6.6%	-0.3%	109.1%[activator]	27.0%	-0.5
CC(C)CCNC(=O)NC(=O)CSc1ncccn1	4.4%	3.6	1.0%	i	-34.8%	-2.5%	2.2%	-0.2%	-2.2
COCCNC(=S)NNC(=O)CSCc1ccc(Cl)cc1Cl	5.0%	-2.4	u	-19.0%	-21.2%	-3.2%	-27.3%	6.5%	3.8
CCOC(=O)N1CCC(NC(=O)C2CCCN(C(=O)c3cc4sccc4n3C)C2)CC1 (configuration not stated)	-3.3%	6.9	-12.8%	i	2.4%	-2.1%	9.2%	-0.7%	-2.2
O=C(/C=C/c1ccc(F)cc1)NC(=S)NNC(=O)c1cccnc1	-9.5%	-0.9	-2.9%	i	-9.9%	-28.8%	3.6%	0.3%	-0.3
CCOC(=O)C1C(=O)C=C(c2cccc(NS(C)(=O)=O)c2)CC1c1ccco1 (configuration not stated)	15.5%	-29.1	-5.9%	-15.4%	-12.1%	0.0%	-14.2%	-0.2%	-2.8
COc1ccc(S(=O)(=O)N2CCOC23CCN(S(=O)(=O)c2cc(F)ccc2F)CC3)cc1	u	0.5	-8.6%	-22.8%	8.1%	-15.6%	-18.8%	8.1%	0.2
COc1cc(NC(=O)c2cccc(C)c2)c(OC)cc1NC(=O)CN1CCCCC1	10.8%	0.7	-11.2%	-4.2%	u	-2.8%	u	15.3%	0.0
Cc1cc(C(=O)N/N=C2\CCCC(=O)C2)c2ccccc2n1	13.9%	-4.9	-10.8%	i	10.0%	-1.2%	-0.4%	-0.7%	-1.0

The list goes on:
SMILES	EPAC1 ag	PI5P4K alpha inh	PLK1 PBD block	PTHR1 agonist	GLP1R cytotox	EPAC1 antagonist	GLP1R inv ag	GLP1R ag	IL2 activator
COc1cc(NC(=O)c2ccc(OCc3c(C)noc3C)c(OC)c2)cc(OC)c1	-6.7%	4.8	2.4%	-24.8%	-21.3%	3.3%	4.8%	7.5%	1.0
COc1ccc(NC(=O)CSc2nnc(C3CCCCC3)n2-c2ccccc2)cc1	24.8%	x	0.4%	-26.3%	-19.6%	0.0%	u	8.3%	2.7
O=C(NCCCN1CCCC1=O)Nc1ccc(Cl)cc1Cl	6.4%	3.2	6.0%	i	14.8%	3.1%	14.7%	-0.9%	0.8
COc1ccc(-n2c(C)cc(C(=O)COC(=O)Cn3cnc4ccccc43)c2C)cc1	4.9%	-0.8	-1.0%	-90.1%[inhibitor]	7.2%	-3.4%	1.4%	6.0%	-3.7
O=C(O)C1=C[C@@H](c2ccc(C(F)(F)F)cc2)C[C@@H](OCCCCO)O1	-14.3%	0.0	-17.8%	-14.2%	5.1%	-3.0%	6.6%	1.5%	1.7
O=S1(=O)CC(N2CCN(c3ccccn3)CC2)CN1C1CCCCC1 (configuration not stated)	-1.0%	-1.7	-10.2%	0.0%	19.7%	-30.3%	7.9%	-4.3%	0.0
CC(C)[C@@H]1NC(=O)c2cc([N+](=O)[O-])cc(I)c2NCCC[C@@H](C(N)=O)NC(=O)[C@H](CO)NC1=O	-5.1%	0.0	-0.2%	12.0%	-4.4%	-8.0%	5.9%	0.3%	-0.1
N=C1/C(=C\c2ccc(-c3cc(Cl)cc(Cl)c3)o2)C(=O)N=C2SC=C(c3ccccc3)N12	0.7%	u	-7.3%	-16.3%	-0.6%	1.5%	18.3%	-9.3%	2.5
Cc1ccc2nc(Nc3ccccc3)c(C=O)c(=O)n2c1	2.2%	7.3	-5.6%	-24.5%	-5.3%	2.2%	10.6%	-0.8%	0.8
COc1ccc(S(=O)(=O)N2CCN(c3ccc4nnc(-c5ccc(F)cc5)n4n3)CC2)cc1	6.7%	0.1	-4.0%	-20.0%	-10.0%	-0.8%	15.5%	-3.7%	-3.8
Cc1cc(C)cc(N=c2c([N+](=O)[O-])nn(-c3ccc4c(c3)OCCO4)n2O)c1	11.5%	1.5	-4.2%	-21.6%	-15.1%	-17.4%	u	-1.6%	-2.4
CCOC(=O)c1c(C=O)c2sc(C)cc2n1C	-12.3%	3.8	-0.7%	-7.4%	4.2%	-7.6%	42.9%[activator]	12.6%	-1.2
O=S1c2ccccc2Sc2ccccc21	6.6%	-3.3	-8.5%	-15.3%	-0.2%	-3.4%	6.2%	10.9%	-5.3
CCOc1cc2c(C#N)c(N3CCCCC3)nc(N)c2c(N)n1	11.7%	x	-5.9%	i	-6.6%	-1.4%	17.0%	-1.2%	-4.0
COc1ccc(NC(=O)CC2C(=O)N(c3ccc(OC)cc3)C(=S)N2NC(=O)c2cccc(F)c2)cc1 (configuration not stated)	-9.2%	-4.0	1.9%	i	6.7%	-18.9%	u	5.8%	-3.2
CN(c1cccnc1)c1ncnc2[nH]ncc12	-0.6%	x	1.6%	-20.6%	2.7%	-4.5%	2.0%	2.5%	-1.4

The list is partial; rates above refer to the full screens.
